RGS4 inhibitor: human RGS4 inhibition; P49798; Transcreener GDP fluorescence polarization, RGS4-accelerated GTP hydrolysis; Potency, µM (top dose mostly 114 µM), for inactives: at the top dose activity change, negative = inhibition, actives largely listed as inhibitors; 390,000 compounds, 0.039% hits; AID 504845; also: % is scaled to controls: 0 for no effect and ±100 for the full control effect; nearly all actives have a fitted effect of over 75% in size; some results filed as inactive show a strong effect at the top dose
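MLSMR compounds (23 nl, pin-transferred) preincubated 10 min at room temperature with a 500nM (2x) first reagent, then RGS4 at 900nM (2x) plus Transcreener GDP mix added; fluorescence polarization (620/688 nm) read before and after 90 min at 30 °C.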
USP1 inh: blocks the human USP1/UAF1 deubiquitinase complex; 390,000 compounds, 0.23% hits; Potency, µM (series often up to 57.1 µM), for the others: top-dose activity change, negative = inhibition, most hits filed as inhibitors; AID 743255; recombinant USP1/UAF1, Ub-Rhodamine cleavage fluorescence; O94782; also: % is scaled to controls: 0 for no effect and ±100 for the full control effect; nearly all actives have a fitted effect of over 60% in size; inactives centre near -12
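1 nM enzyme complex + cpd, 15 min RT; start with Ub-Rho 150nM final; kinetic fluorescence ex 480/em 540, 6 reads q60 s. Buffer 50mM HEPES pH 7.8, 0.5mM EDTA, 0.1 mg/ml BSA, 1mM TCEP, 0.01% Tween-20.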
Vif-A3G inh: Vif-A3G binding inhibition; Q9HC16; HeLa A3G-eYFP + Vif (tagged APOBEC3G with the HIV-1 protein that degrades it), YFP fluorescence, overnight; Potency, µM (series often up to 46.1 µM), without a hit: at the highest dose activity, negative = active, actives largely listed as inhibitors; 410,000 compounds, 0.076% hits;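 also: % is scaled to controls: 0 for no effect and ±100 for the full control effect; nearly all actives have a fitted effect of over 60% in size; hits raise eYFP signal because A3G escapes Vif-driven loss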
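HeLa cells stably expressing Vif and C-terminally eYFP-tagged A3G, seeded overnight at 37 deg C, then exposed to compound by pintool overnight at 37 deg C. Rise in yellow fluorescence (Ex 488/Em 500-530, Acumen) marks blocked Vif-driven A3G degradation.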
12-LOX inh: blocks human arachidonate 12S-lipoxygenase; Potency, µM (titrated, usually from 108 µM), for inactives: top-dose activity change, negative = inhibition, actives largely listed as inhibitors; P18054; purified 12hLO, xylenol orange hydroperoxide absorbance; 580,000 compounds, 1.1% hits; also: % is scaled to controls: 0 for no effect and ±100 for the full control effect
Target sequence (P18054 whole entry, looked up): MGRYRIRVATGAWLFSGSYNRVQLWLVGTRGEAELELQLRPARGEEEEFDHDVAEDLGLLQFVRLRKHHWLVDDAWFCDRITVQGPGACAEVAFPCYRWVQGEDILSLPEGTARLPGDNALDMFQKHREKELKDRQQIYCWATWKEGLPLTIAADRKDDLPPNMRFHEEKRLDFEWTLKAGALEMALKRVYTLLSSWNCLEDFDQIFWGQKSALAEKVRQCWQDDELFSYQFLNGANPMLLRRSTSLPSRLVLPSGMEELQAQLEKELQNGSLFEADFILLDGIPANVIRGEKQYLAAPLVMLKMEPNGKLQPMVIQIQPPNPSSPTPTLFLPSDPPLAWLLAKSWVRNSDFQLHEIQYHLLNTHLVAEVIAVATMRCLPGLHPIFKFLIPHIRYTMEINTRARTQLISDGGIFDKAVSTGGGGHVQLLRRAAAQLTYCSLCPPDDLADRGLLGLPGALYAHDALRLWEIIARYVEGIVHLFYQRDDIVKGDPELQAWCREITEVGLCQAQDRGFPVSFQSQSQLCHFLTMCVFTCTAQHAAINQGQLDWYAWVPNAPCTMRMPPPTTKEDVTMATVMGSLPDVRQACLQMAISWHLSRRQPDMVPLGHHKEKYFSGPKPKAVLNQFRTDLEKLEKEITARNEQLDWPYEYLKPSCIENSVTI
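Purified human 12hLO at 150 nM in 25 mM Hepes, 0.01% Triton X-100, pH 7.0, preincubated 15 min at room temperature with compound. Reaction started with 40 uM arachidonic acid, 30 min at room temperature. Hydroperoxide measured by Fe-xylenol orange, 573/405 nm absorbance ratio.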
RXFP1 agonist: activates the human relaxin receptor RXFP1; Q9HBX9; HEK293T-RXFP1 cAMP TR-FRET, 30 min; response scale: percent of porcine relaxin response, buffer zero; Potency, µM (series often up to 57.5 µM), for the others: top-dose activation, hits mostly activators; 370,000 compounds, 0.3% hits; AID 2676; also: % is scaled to controls: 0 for no effect and ±100 for the full control effect; nearly all actives have a fitted effect of over 60% in size; many of its hits are not listed in these tables
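HEK293T cells stably expressing RXFP1 were pretreated with the PDE4 inhibitor Ro 20174, exposed to compounds for 30 min at 37C, lysed, and cAMP was read by TR-FRET. Data normalized to buffer (basal) and 29 nM porcine relaxin (100%).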
Vif-APOBEC3F blk: inhibitors of Vif-A3F interaction. HeLa A3F-eYFP + Vif (tagged APOBEC3F with the HIV-1 protein that degrades it), YFP fluorescence increase. 390,000 compounds, 0.2% hits. Potency, µM (doses to about 46.1 µM), inactives show at the highest dose activity, negative = active; also: % of control where 0% means no effect; nearly all actives have a fitted effect of over 65% in size
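HeLa cells stably expressing Vif plus C-terminally eYFP-tagged A3F were seeded, incubated overnight at 37 deg C, dosed with compound, incubated overnight again at 37 deg C. Yellow fluorescence (Ex 488/Em 500-530) reported blocked Vif-mediated A3F-eYFP degradation.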
TrxR1 substrate: is turned over as a substrate by rat TrxR1. AID 588456. purified TrxR1 substrate turnover, NADPH consumption readout. Potency, µM (top dose mostly 114 µM), inactives show at the highest dose activity change, negative = substrate turnover. 390,000 compounds, 0.01% hits; also: % is scaled to controls: 0 for no effect and ±100 for the full control effect; nearly all actives have a fitted effect of over 50% in size
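Rat TrxR1, dispensed at 90 nM, was prereduced with 400 uM NADPH (final) for 5 min at ~22 deg C, then incubated with compound 15 min before 400 uM selenite. A first-read NADPH fluorescence drop versus no-compound background flagged substrates.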
mIDH1 inhibitor: blocks human mutant IDH1 R132H enzyme; IDH1-R132H enzyme, NADPH consumption, diaphorase/resazurin fluorescence; O75874; Potency, µM (highest dose often 76.6 µM), without a hit: at the top dose activity change, negative = inhibition, hits mostly inhibitors; AID 602179; 390,000 compounds, 0.093% hits; also: % is scaled to controls: 0 for no effect and ±100 for the full control effect; nearly all actives have a fitted effect of over 65% in size
Target sequence (O75874 whole entry R132H, stated change not applied): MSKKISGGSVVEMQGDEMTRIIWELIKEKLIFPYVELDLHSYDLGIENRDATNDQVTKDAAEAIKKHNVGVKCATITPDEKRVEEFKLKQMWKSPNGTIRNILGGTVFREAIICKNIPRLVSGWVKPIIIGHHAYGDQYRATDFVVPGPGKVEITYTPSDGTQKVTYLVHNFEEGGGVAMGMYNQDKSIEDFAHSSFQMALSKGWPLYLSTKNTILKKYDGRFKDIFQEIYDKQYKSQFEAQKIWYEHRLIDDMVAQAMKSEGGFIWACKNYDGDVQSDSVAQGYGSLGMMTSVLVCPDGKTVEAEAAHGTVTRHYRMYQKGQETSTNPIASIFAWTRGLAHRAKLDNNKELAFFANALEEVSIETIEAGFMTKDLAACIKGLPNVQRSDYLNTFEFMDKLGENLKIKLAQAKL
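IDH1-R132H (0.5 ug/mL dispensed) in pH 7.5 Tris buffer was preincubated 30 min with compound, then given a substrate mix of 0.016 mM NADPH and 2 mM alpha-KG for 80 min at room temperature; remaining NADPH was read by diaphorase/resazurin fluorescence.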
TrxR1 inh: inhibitors of rat thioredoxin reductase 1 | recombinant rTrxR1, NADPH fluorescence consumption, selenite substrate | Potency, µM (titrated, usually from 114 µM), without a hit: top-dose activity change, negative = inhibition, usual class: inhibitors | 390,000 compounds, 1% hits; also: % is scaled to controls: 0 for no effect and ±100 for the full control effect; nearly all actives have a fitted effect of over 65% in size
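Rat TrxR1 (90 nM in the dispensed reagent) was pre-reduced with 400 uM NADPH for 5 min at room temperature, then incubated with compound for 15 min. After 400 uM selenite was added, NADPH fluorescence (Ex 340/Em 450 nm) was followed for 8 min.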
Starred values were filed as active, the others as inactive; ? = inconclusive; · = not tested or not shown; [ ] = remark or other dose. Calls follow the shape of the dose curve; as a rule, active = well fitted curve in the direction sought with a large enough effect; inconclusive = small, poorly fitted or top-dose-only effect, or another doubt; inactive = no such curve, though single readings can be large; an effect the other way counts as inactive or inconclusive. Potency is read from the fitted curve at half-maximal effect.

SMILES	RGS4 inhibitor	USP1 inh	Vif-A3G inh	12-LOX inh	RXFP1 agonist	Vif-APOBEC3F blk	TrxR1 substrate	mIDH1 inhibitor	TrxR1 inh
CC1=NN(c2nc(-c3ccc(F)cc3)cs2)C(=O)C1	-21%	-3%	-5%	·	-3.0%	7%	-6%	-2%	11%
CN(CC(=O)NC1CCCCC1)S(=O)(=O)c1ccc2c(c1)c(=O)n(C)c(=O)n2C	-8%	?	0%	0%	9.0%	-14%	0%	0%	12%
Cc1cccn2c(=O)c(C(=O)NCc3ccc(F)cc3)c(O)nc12	16%	3%	2%	-19%	4.9%	-3%	4%	5%	3%
C=CCc1ccccc1OCC(O)CN1CCN(CCO)CC1 (stereo not drawn)	-13%	-3%	-1%	?	-3.3%	-14%	3%	-4%	-2%
CN(C)c1ccc(C(=S)N2CCN(c3ccccc3)CC2)cc1	-1%	-7%	-3%	17%	-0.2%	0%	1%	3%	8%
CCOC(=O)C1=C(C)N(C[C@@H]2CC[C@@H](Cc3ccc(-c4ccccc4)cc3)O2)C(=O)NC1c1ccc([N+](=O)[O-])cc1 (stereo partly drawn)	-21%	-23%	-1%	-4%	·	-1%	2%	3%	29%
O=[N+]([O-])c1ccc2c(c1)C(=NO)c1cc(Cl)c(Cl)cc1-2	-2%	-20%	-5%	?	·	17%	9%[57.1 µM]	2%	13%[11.4 µM]
O=C(COC(=O)c1ccc[n+]([O-])c1)Nc1ccccc1OC(F)F	4%	-18%	-8%	-15%	·	2%	3%[57.1 µM]	2%	20%[57.1 µM]
CCc1ccc(N(C(=O)Cn2nnc(-c3ccccc3)n2)C(C(=O)NC2CCCCC2)c2ccccn2)cc1 (stereo not drawn)	-8%	-7%	-3%	-14%	-0.4%	-2%	-9%	1%	-13%
CC1CN(CC(=O)Nc2nc(-c3ccc(Cl)cc3)cs2)CC(C)O1 (stereo not drawn)	-19%[56.9 µM]	-12%	-4%	0%	·	-19%	-5%	-4%	8%
O=C(NCCS(=O)(=O)c1ccc(Br)cc1)c1ccccc1Cl	0%	-21%	-2%	20%	1.8%	2%	6%	6%	17%
CCOC(=O)CN1C(=O)N[C@@H](c2cccc(F)c2)C(C(C)=O)=C1C	0%	0%	-4%	?	·	-3%	2%	-2%	-4%[57.1 µM]
COc1ccccc1-n1cc(CN2CCN(CC=C(C)C)C(CCO)C2)cn1 (stereo not drawn)	0%	-6%	0%	1%	2.3%	1%	1%	-7%	4%
Cc1nc2c(-c3ccc(F)cc3)c(C)nn2c(C)c1CCC(=O)N1CCC(Cc2ccccc2)CC1	22%	-12%	1%	?	2.7%	3%	-1%	-2%	18%
COc1cccc(N2C(=O)C3CC=C(Cl)CC3C2=O)c1 (stereo not drawn)	-14%	-9%	4%	?	2.1%	-8%	4%	11%	-17%
Cc1ccc(C)c(NC(=O)c2cnn(-c3ccc(F)cc3F)c2C2CCNCC2)c1	2%	-11%	·	-30%	-1.0%	·	-8%	·	-7%
CN(Cc1cccnc1)Cc1cn[nH]c1-c1ccc(-c2ccccc2)cc1	-16%	-7%	-2%	-2%	1.3%	3%	-1%	4%	16%
Cc1cccc2c1-c1sc(C(=O)Nc3ccccc3C(N)=O)cc1CO2	10%	-2%	2%	?	9.7%	-8%	87%[activator]	0%	59%[activator]
CC(=O)Nc1ccc2nc(SCCOc3ccccc3)sc2c1	2%	-24%	1%	-12%	-1.0%	0%	-5%	-5%	-5%
O=C(N/N=C/c1cccn1-c1ccc([N+](=O)[O-])cc1)C(O)c1ccccc1 (stereo not drawn)	9%	-13%	0%	-6%	-1.3%	-1%	4%	0%	6%[57.1 µM]
O=C(COc1ccc(Cl)cc1Cl)NN1C(=O)C2C3C=CC(C3)C2C1=O (stereo not drawn)	0%	-6%	-3%	10%	-0.3%	-9%	9%[11.4 µM]	3%	13%[11.4 µM]
S=C(NCCc1ccccc1)Nc1ccc(Cl)cc1Cl	-34%	-11%	5%	?	3.2%	6%	-10%	3%	-21%
COc1ccc2nc(C)c(C(=O)NN)cc2c1	1%	-11%	-1%	25%	0.0%	-28%	-7%	0%	-15%
S=c1nn[nH]n1C12CC3CC(CC(C3)C1)C2	-34%	2%	0%	·	-3.3%	-15%	4%	-5%	-19%
CC1=CC(C)(C)N(C(=O)CSc2nccn2C)c2cc(C)ccc21	-3%	-5%	2%	-7%	-0.1%	0%	-2%[57.1 µM]	14%	11%

Laid out differently: results already given
Under each structure: RGS4 inhibitor | USP1 inh | Vif-A3G inh | 12-LOX inh | RXFP1 agonist | Vif-APOBEC3F blk | TrxR1 substrate | mIDH1 inhibitor | TrxR1 inh
CC1CN(CC(=O)Nc2nc(-c3ccc(Cl)cc3)cs2)CC(C)O1 (stereo not drawn)
    -19%[56.9 µM] | -12% | -4% | 0% | · | -19% | -5% | -4% | 8%
O=C(NCCS(=O)(=O)c1ccc(Br)cc1)c1ccccc1Cl
    0% | -21% | -2% | 20% | 1.8% | 2% | 6% | 6% | 17%

(more compounds)
SMILES	RGS4 inhibitor	USP1 inh	Vif-A3G inh	12-LOX inh	RXFP1 agonist	Vif-APOBEC3F blk	TrxR1 substrate	mIDH1 inhibitor	TrxR1 inh
C[C@H](NC(=O)NCCc1ccccc1)C(=O)O	5%	-10%	-5%	145%[activator]	4.9%	-2%	0%	4%	7%
CN1C(=O)c2ccccc2Sc2ccc(NC(=O)c3ccc(C#N)cc3)cc21	-26%	-31%	3%	-17%	1.5%	4%	2%[57.1 µM]	12%	18%[57.1 µM]
CC(C)Oc1ccc(/C(O)=C2/C(=O)C(=O)N(CCN3CCOCC3)C2c2ccccc2)cc1 (stereo not drawn)	-18%	-15%	-6%	0%	?	4%	6%[57.1 µM]	-4%	14%[57.1 µM]
CCc1nn(CC(=O)NCc2ccccc2)c(=O)c2cccn12	?	-11%	0%	-17%	3.8%	-1%	-1%	-7%	-4%
CCn1c(-c2ccc(N(C)C)cc2)nc2ccccc21	-22%	-12%	1%	-37%	7.0%	1%	348%[activator]	8%	27%
CCOC(CNC(=O)Cn1nc(Cc2ccncc2)c2ccccc2c1=O)OCC	6%[56.9 µM]	-18%	2%	2%	0.0%	12%	3%	-9%	25%
Cc1nnc(SCC(=O)Nc2nccs2)n1C(C)C	11%	-27%	-12%	?	-1.8%	1%	3%	-10%	14%
Cc1cc(NC(=O)Nc2ccc(Cl)cc2)n(-c2ccccc2)n1	8%	-19%	1%	160%[activator]	1.1%	3%	2%[57.1 µM]	-1%	0%[57.1 µM]
COc1ccccc1NCc1nnc2n1CCCCC2	-6%	-14%	0%	-8%	1.6%	-6%	-8%[57.1 µM]	1%	-11%[57.1 µM]
COc1ccc(CNC(=O)Cn2ccc3cc(S(=O)(=O)N4CCCC4)ccc32)c(OC)c1	-10%	-21%	-1%	-6%	1.1%	1%	5%	6%	38%[activator]
COc1cccc(NC(=S)/C(=C(\[O-])c2cc(C)n(-c3ccccc3F)c2C)[n+]2ccc(N(C)C)cc2)c1	-32%	-9%	8%	?	0.5%	-3%	-8%	4%	-11%
O=[N+]([O-])c1ccccc1-c1cc(-c2ccccc2O)n[nH]1	-4%	1%	?	-21%	5.3%	-6%	-9%	0%	-6%
Cc1ccc(N(C)S(=O)(=O)c2cccc(C(=O)OCC(=O)N(C)Cc3ccccc3)c2)cc1	·	-30%	-7%	?	·	0%	·	5%	·
CCCNC(=S)N1CCC(NC(=O)c2ccc(C)cc2)CC1	4%	-2%	2%	9%	-3.4%	-4%	3%[57.1 µM]	2%	9%[57.1 µM]
COc1cc(C2Nc3ccccc3-c3nnc(SCc4ccc(C)cc4)nc3O2)cc(OC)c1O (stereo not drawn)	-25%	-15%	-3%	?	0.9%	3%	-15%	15%	-16%
Cc1cc(C)nc(NC(=O)/C=C/c2ccc(Cl)cc2Cl)c1	12%	-17%	-9%	?	-3.8%	-4%	-8%	7%	?
S=c1[nH]nc(-c2cc(-c3ccsc3)n[nH]2)n1-c1ccccc1	?	-27%	-7%	16µM*	11%	1%	1%	0%	-8%
COc1ccc(C(C(=O)NCc2ccccc2)N(Cc2ccc3c(c2)OCO3)C(=O)c2cnccn2)cc1 (stereo not drawn)	7%	-4%	-7%	5%	-0.1%	-1%	-14%[57.1 µM]	-1%	22%
CC(C)(C)C(=O)Nc1ccc(C(=O)Nc2cccnc2)cc1	-24%	-15%	2%	-12%	1.1%	-4%	-1%	2%	1%
CC(C)(C)c1ccc(OCC(=O)O/N=C(\N)c2ccncc2)cc1	-29%	-18%	2%	65%[activator]	·	6%	-4%	1%	10%
CCS(=O)(=O)N1CCc2cc(C(=O)Nc3cc(Cl)ccc3C)ccc21	20%	-30%	0%	-17%	4.4%	-4%	-6%	6%	3%
COc1cccc(CN(CC(=O)NC2CCCCC2)C(=O)c2csnn2)c1	12%	-1%	1%	13%	-1.3%	0%	-2%	-1%	9%
O=C(NCCO)C(=O)Nc1cc2c3c(c1)CCN3C(=O)CC2	-7%	1%	0%	-25%	1.3%	-4%	-2%	0%	?
O=S(=O)(NCCc1ccccn1)c1cccs1	-15%	-12%	-1%	90%[activator]	0.1%	6%	-3%	5%	-9%
O=[N+]([O-])c1ccc(Cl)cc1N/N=C/c1ccncc1	24%	6%	-2%	2%	0.6%	7%	-2%	-9%	8%

Source: PubChem BioAssay

This is a subset, so the mix of outcomes need not match the whole.
